High-throughput results as filed in PubChem.
procasp3 activ: activators of human procaspase-3 D3A mutant, primary screen, biochemical, absorbance, PC-3 D3A mutant, single concentration; hit rate 0.11% among 330,000; activation, % at 8.5 µM; Caspase-3 (Homo sapiens), P42574; recombinant procaspase-3 D3A, Ac-DEVD-pNA absorbance 405 nm;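 active = activation above the mean of all tested compounds plus 3 SD, cut at about 21% in these data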;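 note: 0% = DMSO alone and 100% = DMSO wells spiked with extra 5 µM PC-3 D3A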
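Technique: 405 nm absorbance of p-nitroaniline, reads at 0 and 120 min; Test system: Procaspase-3 D3A mutant; Incubation: 1 h enzyme-compound preincubation, then 2 h substrate reaction, 25 °C; Repeats: singlicate, each compound tested once; Benchmarks: low control DMSO wells, high control DMSO plus 5 µM PC-3 D3A.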
GRK2 aptamer HTS: compounds blocking aptamer binding on GRK2 – biochemical, human GRK2, bead flow cytometry, HTS, primary screen | Beta-adrenergic receptor kinase 1 (Homo sapiens), P25098 | FAM-aptamer displacement from GRK2 | inhibition of aptamer binding, % at 10 µM | hit rate 0.59% among 330,000 | AID 488847, 2010;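 active = inhibition of aptamer binding above 40%, roughly 3 SD of noise, on plates passing a quality check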;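 note: median bead fluorescence of bound FAM aptamer so fluorescent compounds give negative values; no value below 0 was filed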
Target sequence (P25098 whole entry, looked up): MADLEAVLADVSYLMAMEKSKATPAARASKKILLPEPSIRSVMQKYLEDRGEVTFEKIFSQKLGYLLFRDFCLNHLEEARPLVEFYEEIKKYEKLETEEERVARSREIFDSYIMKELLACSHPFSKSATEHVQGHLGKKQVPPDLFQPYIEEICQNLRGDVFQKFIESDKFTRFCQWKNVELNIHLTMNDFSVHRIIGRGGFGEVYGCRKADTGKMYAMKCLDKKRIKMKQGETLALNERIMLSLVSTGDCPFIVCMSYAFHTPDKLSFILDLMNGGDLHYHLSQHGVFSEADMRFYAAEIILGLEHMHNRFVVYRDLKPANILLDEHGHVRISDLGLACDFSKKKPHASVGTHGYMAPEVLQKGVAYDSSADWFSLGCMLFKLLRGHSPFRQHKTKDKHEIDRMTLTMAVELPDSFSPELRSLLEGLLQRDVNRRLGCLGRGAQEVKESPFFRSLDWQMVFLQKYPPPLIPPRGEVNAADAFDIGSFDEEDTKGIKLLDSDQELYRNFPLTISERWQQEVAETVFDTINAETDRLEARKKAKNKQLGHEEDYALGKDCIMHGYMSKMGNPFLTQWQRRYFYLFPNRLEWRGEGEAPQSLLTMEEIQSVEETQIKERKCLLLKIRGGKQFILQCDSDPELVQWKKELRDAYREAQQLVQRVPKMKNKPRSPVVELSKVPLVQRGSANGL
core dimer inh: inhibitors of HCV core protein dimerization, primary screen, biochemical, TR-FRET, high-throughput. TR-FRET GST/Flag-core106 dimerization, 1536-well. inhibition, % at 5 µM. hit rate 0.33% among 300,000;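 active = inhibition above the mean of all tested compounds plus 3 SD, set per screening campaign, cut at about 45% in these data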
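Material: Tagged HCV core106 pair (GST and Flag) | Amount: GST-core106 13.5 nM, Flag-core106 17 nM | Medium: KF-containing HEPES buffer, pH 7.45, DTT, CHAPS, BSA | Reagent: Eu donor and XL665 acceptor anti-tag antibodies | Schedule: 4 h at 22.5 °C | Technique: Time-resolved FRET, ex 340 nm, em 617 and 671 nm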
GASC-1 inh: inhibitors of GASC-1 histone demethylase, primary screen, biochemical, fluorescence, DELFIA europium; Lysine-specific demethylase 4C (Homo sapiens), Q9H3R0; GST-JMJD2C(1-420) H3K9me3 demethylation; hit rate 0.069% among 330,000; inhibition, % at 2.35 µM;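 active = more than half of a compound's replicate wells show inhibition beyond 50%, single wells judged on their own value; inconclusive = some, but no more than half, of replicates pass 50% inhibition; inactive = no replicate passes 50% inhibition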;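 note: signal counts dimethyl H3K9 product captured on neutravidin plate; 0% = median of DMSO wells and 100% = 0.3 times that DMSO median; strong numbers were not always called active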
Target sequence (Q9H3R0 1-420 limits assumed): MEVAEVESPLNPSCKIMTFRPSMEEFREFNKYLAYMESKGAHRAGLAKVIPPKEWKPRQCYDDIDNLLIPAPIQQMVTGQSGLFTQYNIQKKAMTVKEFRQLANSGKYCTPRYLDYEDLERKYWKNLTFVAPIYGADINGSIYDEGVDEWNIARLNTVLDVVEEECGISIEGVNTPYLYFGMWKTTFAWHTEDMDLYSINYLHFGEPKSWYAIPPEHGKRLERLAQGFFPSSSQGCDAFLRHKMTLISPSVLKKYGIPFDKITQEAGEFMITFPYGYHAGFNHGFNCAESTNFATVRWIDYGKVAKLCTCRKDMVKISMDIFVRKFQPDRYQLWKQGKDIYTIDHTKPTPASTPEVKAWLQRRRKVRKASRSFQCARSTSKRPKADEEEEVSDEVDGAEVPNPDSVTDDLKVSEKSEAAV
VLA-4 inh: inhibition in human VLA-4 binding assay, primary screen, VLA-4 allosteric modulator project, MLPCN library, flow cytometry, VLA-4 expressing cells; ligand binding flow cytometry; hit rate 0.2% among 330,000; inhibition, % (about 7 µM as worked out from the volumes in the protocol); Integrin alpha-4 (Homo sapiens), P13612; in the data active = inhibition above about 50%
PP1 inh: PP1-alpha phosphatase inhibitors, primary screen, counter-screen for PP5 inhibitor project, biochemical, fluorescence, OMFP substrate, single point. Serine/threonine-protein phosphatase PP1-alpha catalytic subunit (Homo sapiens), P62136. purified PP1alpha. inhibition, % at 6.7 µM. hit rate 0.9% among 320,000;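 active = inhibition above the mean inhibition of all tested compounds plus 3 SD, computed separately for each screening campaign, cut at about 15% in these data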
proCasp7 act: procaspase-7 activators, primary screen, counter-screen for procaspase-3 activator project, biochemical, absorbance, HTS, human. Caspase-7 (Homo sapiens), P55210. recombinant procaspase-7, Ac-DEVD-pNA absorbance 405 nm; D23A/D198A/D206A triple mutant, cannot self-cleave; scale: DMSO 0, 5 µM enzyme 100. activation, % at 8.5 µM. hit rate 0.093% among 330,000. AID 463210, 2010;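 active = percent activation above the screen-wide mean plus 3 SD, cut at about 25% in these data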
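System: Uncleavable procaspase-7 mutant enzyme; Amount: 2 µM procaspase-7 mutant as dispensed; Schedule: 1 h compound preincubation, 2 h substrate cleavage, 25 °C; Measured by: 405 nm absorbance of p-nitroaniline; Evaluation: percent activation from buffer-corrected 0–120 min absorbance change; Control set: low DMSO alone, high DMSO plus 5 µM PC-7.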
CTSL1 counter: Fasciola hepatica cathepsin L1 inhibitors, primary screen, counter-screen for PFM18AAP inhibitor project, biochemical, QFRET, fluorogenic peptide substrate | inhibition, % at 5.96 µM | recombinant F. hepatica cathepsin L1, Z-Leu-Arg-MCA fluorescence | hit rate 0.49% among 300,000;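 active = inhibition above the mean of all tested compounds plus 3 SD, set per screening campaign, cut at about 17% in these data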;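 note: 0% = plate median of test compound wells and 100% = 1 µM Z-Phe-Ala-diazomethylketone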
PP5 primary: PP5 phosphatase inhibitors, primary screen, biochemical, fluorescence. purified PP5c, OMFP substrate fluorescence. inhibition, % at 6.7 µM. hit rate 0.18% among 320,000. AID 1987, 2009;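 active = inhibition above the campaign's mean inhibition across all tested compounds plus 3 SD, cut at about 9.5% in these data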;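 note: 0% = DMSO only and 100% = 100 µM cantharidin control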
The depositor's hits bear a star; ? = inconclusive; · = no result given; & = joins results of further samples.

SMILES | procasp3 activ | GRK2 aptamer HTS | core dimer inh | GASC-1 inh | VLA-4 inh | PP1 inh | proCasp7 act | CTSL1 counter | PP5 primary
CCN(C1CCCCC1)S(=O)(=O)c1ccc(C(=O)O)cc1 | -3 | 0 | -1 | -5 | 3 | 0 | 16 | -2 | 3.9
COc1ccc(F)cc1CN1CCN(C(=O)CCC(=O)Nc2nnc(CC(C)C)s2)CC1 | 1 | 0 | -12 | 1 | -6 | -7 | -10 | 10 | -7.5
CCNC(=S)NNC(=O)CSc1nc2ccccc2[nH]1 | -10 | 3 | -5 | 18 | 1 | 7 | -17 | -3 | -2.9
Cc1ccc(NCc2ccccc2O)cc1 | 0 | 0 | 0 | 1 | -6 | 0 | 7 | -2 | 3.6
CN(c1ccc(OCc2ccc([N+](=O)[O-])cc2)cc1)S(=O)(=O)c1ccccc1 | 8 | 3 | 15 | 3 | 4 | 1 | -5 | 3 | 0.0
CSc1nc(N)nc2c1ncn2CC(=O)N1CCN(Cc2c(C)cc(C)cc2C)CC1 | -1 | 0 | · | 6 | 44 | · | 12 | · | ·
Cc1cc(Cl)c(C(=O)Nc2cccc(C(F)(F)F)c2)c(C)n1 | 0 | 0 | -6 | -9 | -1 | 0 | 5 | 1 | 1.6
CCOC(=O)CSc1nnc(CNc2cccc(Cl)c2)n1C | -2 | 0 | -2 | -21 | -4 | -4 | 1 | -1 | 1.3
C=CCn1c(SCC(=O)Nc2cccc(C(=O)OC)c2)nnc1C(C)NC(=O)c1cccs1 (centres undefined) | 14 | 1 | -3 | -14&1 | 36 | 5 | -2 | -2 | -0.5
CCOC(=O)N1CCC(Nc2c(NCCCN(CC)Cc3ccccc3)c(=O)c2=O)CC1 | 7 | 0 | -1 | -8 | -3 | 0 | 3 | -1 | 2.5
C=CCSc1nc(C)c(CC=C)c(=O)[nH]1 | -8 | 0 | -2 | -31 | -244 | -4 | 6 | 2 | 3.0
COC(=O)c1cccc(CSC(=S)N2CCCC2)c1 | 1 | 1 | -1 | 26 | 3 | 0 | 11 | 1 | 3.5
Cc1noc(C)c1S(=O)(=O)N1CCCC(C(=O)NCC2CCCO2)C1 (centres undefined) | 1 | 4 | 6 | -19 | 7 | -1 | -6 | 1 | 2.5
CN(C)CC(C)(C)CNS(=O)(=O)c1ccc(Cl)c(Cl)c1 | -10&13 | 4&0 | 0&1 | ? | -3&6 | -4&5 | 3&-5 | -1&-1 | -0.5&-1.7
CC(C)[C@H](NC(=O)c1ccccc1)C(=O)OCC(=O)N1CCCCCC1 | -1 | 0 | -1 | -9 | 6 | -2 | 1 | -5 | -1.2
O=C(CN1CCC(C(=O)c2cccc(F)c2)CC1)NCc1cccs1 | -4 | 3 | -7 | 0 | 8 | -6 | 1 | -2 | -2.9
COc1ccc(NC(=O)n2ncc3c(C)cccc32)cc1 | 4 | 2 | -3 | -7 | 7 | -1 | -11 | 3 | 0.9
COc1ccc(C(=O)O/N=C(\N)Cc2ccc(Cl)cc2)cc1OC | -2 | 0 | -5 | -1 | -10 | -1 | 2 | -2 | 1.1
Cc1cc(=O)oc2cc(OCC(=O)N3CCCC3)ccc12 | -1 | 11 | · | 1 | 46 | · | 9 | · | ·
COC(=O)c1sccc1NC(=O)Nc1ccc(C)cc1C | 8 | 7 | 7 | -23 | 5 | 1 | -2 | 0 | 1.0
Cc1ccc(OCCn2nnc3ccccc32)cc1C | 8 | 3 | 4 | -8 | 9 | 4 | 3 | 2 | 1.8
NC(=O)CC(NC(=O)Cc1ccc(Br)cc1)c1ccc(NC2CCN(Cc3ccccc3)CC2)c([N+](=O)[O-])c1 (centres undefined) | 2 | 0 | 7 | 34 | 9 | 0 | -12 | -2 | 3.4
Cc1cc(OCCn2ccnc2)ccc1C(C)C | 8 | 0 | -11 | 6 | 3 | 4 | 3 | 3 | 2.1
COc1ccc(-c2cc(C(=O)c3c(N)n(C)c(=O)n(C)c3=O)c3ccccc3n2)cc1 | 8 | 0 | 3 | 5 | -18 | -1 | 4 | -3 | -1.8
COC(=O)C[C@H]1c2ccc(C(F)(F)F)cc2S(=O)(=O)N1Cc1ccccc1 | 5 | 0 | 4 | -16 | 9 | -2 | -3 | -3 | 0.0
CCOc1ccc2c(c1)OC1(CCC(C)C1)CC2=O (centres undefined) | -4 | · | 11 | 5 | · | 5 | -3 | 4 | 0.3
CCOC(=O)[C@@H]1[C@H]2COc3cc(OC)ccc3[C@@H]2N2C(=O)N(c3ccc(Br)cc3)C(=O)[C@@]12C | -2 | 0 | 7 | 1 | 4 | -11 | -4 | -1 | 4.0
CC(=O)N1CCC(N(C(=O)Nc2ccc(Cl)cc2)C(C)C)CC1 | 4 | 0 | 1 | 4 | 13 | -5 | 4 | 3 | 0.0
CN(C)CCN(C(=O)c1ccc(N2C(=O)CCC2=O)cc1)c1nc2cc3c(cc2s1)OCO3 | -6 | 0 | 5 | 0 | 16 | 9 | -4 | 13 | 0.4
C=CCOc1ccc(/C=C2/C(=O)ON=C2C)cc1OC | 7 | 0 | -2 | 19 | 2 | 2 | 0 | -3 | 1.4

Given with each value named: part of the list above
mol: CCOC(=O)[C@@H]1[C@H]2COc3cc(OC)ccc3[C@@H]2N2C(=O)N(c3ccc(Br)cc3)C(=O)[C@@]12C
  procasp3 activ: -2
  GRK2 aptamer HTS: 0
  core dimer inh: 7
  GASC-1 inh: 1
  VLA-4 inh: 4
  PP1 inh: -11
  proCasp7 act: -4
  CTSL1 counter: -1
  PP5 primary: 4.0
mol: CC(=O)N1CCC(N(C(=O)Nc2ccc(Cl)cc2)C(C)C)CC1
  procasp3 activ: 4
  GRK2 aptamer HTS: 0
  core dimer inh: 1
  GASC-1 inh: 4
  VLA-4 inh: 13
  PP1 inh: -5
  proCasp7 act: 4
  CTSL1 counter: 3
  PP5 primary: 0.0

Next section:
SMILES | procasp3 activ | GRK2 aptamer HTS | core dimer inh | GASC-1 inh | VLA-4 inh | PP1 inh | proCasp7 act | CTSL1 counter | PP5 primary
C/C(=N\Nc1ccc(S(=O)(=O)Nc2ccc(Cl)cc2)cc1[N+](=O)[O-])c1ccc(N2CCOCC2)cc1 | -3 | 1 | 14 | -20 | 6 | -7 | 0 | -2 | 1.1
CC(C)Cn1c(-c2ccco2)nc2c(c(=O)c3ccccc3n2C)c1=O | -1 | 4 | 7 | 6 | 0 | 3 | -4 | 4 | 3.8
COc1ccccc1NS(=O)(=O)c1cc(NC(=O)c2ccc3ccccc3n2)ccc1Cl | 5 | 2 | 10 | 2 | 19 | -3 | 2 | -1 | 1.7
CC(C)C(=O)N1CCC2(CC1)Oc1ccc(F)cc1C(=O)C21CC(c2ccccc2)=NO1 (centres undefined) | -2 | 0 | 1 | 1 | -5 | 1 | 7 | -1 | 2.3
CS(=O)(=O)Nc1nnc(C2CCCC2)s1 | 3 | 1 | -2 | 7 | -4 | -3 | 10 | 4 | -1.4
Cc1cc(C)nc(SCc2nnc(SCC(=O)Nc3ccc(C)c(C)c3)n2Cc2ccco2)n1 | -10 | 0 | 12 | -2&2 | -5 | 7 | -7 | 11 | 1.3
COc1cc([N+](=O)[O-])ccc1NC(=S)NC(=O)CC(C)(C)C | -3 | 2 | 2 | -10 | -2 | 0 | -2 | 2 | 1.2
Nn1c(-c2ccccc2)cc(-c2ccccc2)cc1=O | 1 | 1 | -15 | -6 | -7 | -1 | -6 | 2 | 1.8
CC1(c2cccc(Br)c2)NC(=O)N(CC(=O)Nc2ccc(F)cc2)C1=O (centres undefined) | 11 | 0 | 4 | 6 | -1 | 1 | 15 | -7 | 1.6
Cc1n[nH]c(=O)nc1N/N=C/c1ccco1 | 6 | 1 | -8 | 12 | 7 | -1 | 0 | 3 | -0.8
CCOC(=O)Cc1nnc2c(Nc3ccccc3F)nc3nonc3n12 | 5 | 0 | -1 | 1 | -6 | -3 | 4 | 5 | 0.9
O=C(Cc1cccs1)Nc1nc(-c2cccnc2)cs1 | 2 | 2 | 45 | 0 | -447 | -1 | 0 | -7 | 1.4
CC(=O)Nc1ccc(S(=O)(=O)NC2(C(F)(F)F)C(=O)Nc3c2c(=O)[nH]c(=O)n3C)cc1 (centres undefined) | 5 | 0 | 3 | -4 | 11 | -7 | 2 | 5 | -2.4
CCN(CC)C(=O)CSc1nc(-c2ccccc2)cc(=O)[nH]1 | 10 | 0 | -1 | -13 | 13 | 0 | 6 | -2 | 0.1
CCN(CC)c1ccc(NC(=O)c2[nH]c(C)c(C(C)=O)c2C)c(C)c1 | -5 | 3 | -16 | ? | -2 | -4 | 2 | 7 | 0.1
Nc1nnnn1/N=C/c1ccccc1O | -11 | 3 | -21 | -15 | -17 | 8 | -8 | 6 | -1.3
NS(=O)(=O)c1ccc(CCNC(=O)c2cc(=O)[nH]c3ccccc23)cc1 | -2 | 21 | 0 | -7 | 15 | 1 | 1 | -1 | 2.5
Cc1nn(Cc2cccc(C(=O)NC(C)c3ccc(C(C)(C)C)cc3)c2)c(C)c1[N+](=O)[O-] (centres undefined) | -5 | 0 | 8 | -14 | 14 | 12 | 7 | 3 | 3.2
COc1ccc(/C=C/C(=O)Nc2cc(S(=O)(=O)N3CCCCC3)ccc2N2CCCCC2)cc1OC | -2 | 3 | 3 | -4 | -5 | 0 | 2 | -3 | -5.0
CCO/C=C1\N=C(c2ccc(F)cc2)OC1=O | -2 | 1 | -15 | -49 | 0 | -1 | -1 | 36* | -1.6
Cc1cc(C)nc(SCc2cc(=O)c(OC(=O)c3ccco3)co2)n1 | 3 | 0 | -12 | -8 | -18 | 7 | -2 | -30 | 2.8
CC(=O)Nc1ccc(NC(=O)C(C)OC(=O)CCCc2c[nH]c3ccccc23)cc1 (centres undefined) | -2 | 1 | -4 | 4 | -3 | -4 | 1 | -13 | 0.7
CCOC(=O)C(=CNc1ccccc1C)C(=O)OCC | -1 | 1 | -1 | 9 | -1 | -2 | 2 | 5 | 2.3
CC(Sc1nc(-c2ccco2)nc2c1c(=O)n(C)c(=O)n2C)C(=O)O (centres undefined) | -3 | 1 | 1 | 1 | -3 | -5 | -11 | 0 | 1.1
O=C(NC1=NCCS1)C1COc2ccccc2O1 (centres undefined) | 8 | 0 | -1 | -7 | -1 | -2 | 9 | -2 | 0.2
CCOC(CNC(=O)CN1C(=O)COc2ccc(S(=O)(=O)N3CCCC3)cc21)OCC | 12 | 0 | -1 | 0 | -10 | -1 | 7 | -4 | 3.8
